MsrA act: bovine MsrA enzyme activators, primary screen, biochemical, absorbance, HTS | Methionine sulfoxide reductase A (Bos taurus) | purified bovine MsrA, absorbance read-out | activation, % at 10.6 µM | 360,000 tested, 0.3% active | AID 602163, 2012; in the data active means activation above about 7.5%;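 further: 0% = vehicle and 100% = reference activator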
DNMT1 inh: human DNMT1 methyltransferase inhibitors, primary screen, biochemical, molecular beacon, fluorescence, HinP1I cleavage, uHTS. DNA (cytosine-5)-methyltransferase 1 (Homo sapiens), P26358. inhibition (reported as % activation of signal), % at 10 µM. 360,000 tested, 0.83% active. AID 588458, 2011; in the data active means inhibition above about 50%
TbMetRS inhib: T. brucei MetRS inhibitors, primary screen, biochemical, luminescence; purified T. brucei MetRS, ATP depletion, Kinase-Glo luminescence; 360,000 tested, 0.4% active; inhibition, % at 11.9 µM; methionyl-tRNA synthetase (Trypanosoma brucei brucei);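 active means inhibition above a per-plate cutoff of the control wells' mean inhibition plus 3 SD, cut at about 5.5% in these data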;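 further: 0% = DMSO wells median and 100% = median of wells with control inhibitor compound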
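Material: T. brucei methionyl-tRNA synthetase, purified; reagent: substrates ATP, L-methionine and bulk Escherichia coli tRNA; dosing: 11.9 µM single point; timing: 15 min plus 2 h at 25 °C; detection: luminescence of leftover ATP; evaluation: % inhibition; control set: DMSO-only wells as low control; replicates: singlicate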
NRP1-CendR mod: modulators of CendR peptide binding to NRP-1, primary screen, biochemical, fluorescence polarization, uHTS; Neuropilin-1 (Homo sapiens), O14786; inhibition, % at 25 µM; FAM-RPARPAR peptide binding to NRP-1; 360,000 tested, 0.85% active;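 active means inhibition or corrected inhibition above about 18%, plus a signal ratio from 0.5 to 1.5, limit read from the data, passing the limit was not always enough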; further: strong numbers were not always called active
Target sequence (O14786 whole entry, looked up): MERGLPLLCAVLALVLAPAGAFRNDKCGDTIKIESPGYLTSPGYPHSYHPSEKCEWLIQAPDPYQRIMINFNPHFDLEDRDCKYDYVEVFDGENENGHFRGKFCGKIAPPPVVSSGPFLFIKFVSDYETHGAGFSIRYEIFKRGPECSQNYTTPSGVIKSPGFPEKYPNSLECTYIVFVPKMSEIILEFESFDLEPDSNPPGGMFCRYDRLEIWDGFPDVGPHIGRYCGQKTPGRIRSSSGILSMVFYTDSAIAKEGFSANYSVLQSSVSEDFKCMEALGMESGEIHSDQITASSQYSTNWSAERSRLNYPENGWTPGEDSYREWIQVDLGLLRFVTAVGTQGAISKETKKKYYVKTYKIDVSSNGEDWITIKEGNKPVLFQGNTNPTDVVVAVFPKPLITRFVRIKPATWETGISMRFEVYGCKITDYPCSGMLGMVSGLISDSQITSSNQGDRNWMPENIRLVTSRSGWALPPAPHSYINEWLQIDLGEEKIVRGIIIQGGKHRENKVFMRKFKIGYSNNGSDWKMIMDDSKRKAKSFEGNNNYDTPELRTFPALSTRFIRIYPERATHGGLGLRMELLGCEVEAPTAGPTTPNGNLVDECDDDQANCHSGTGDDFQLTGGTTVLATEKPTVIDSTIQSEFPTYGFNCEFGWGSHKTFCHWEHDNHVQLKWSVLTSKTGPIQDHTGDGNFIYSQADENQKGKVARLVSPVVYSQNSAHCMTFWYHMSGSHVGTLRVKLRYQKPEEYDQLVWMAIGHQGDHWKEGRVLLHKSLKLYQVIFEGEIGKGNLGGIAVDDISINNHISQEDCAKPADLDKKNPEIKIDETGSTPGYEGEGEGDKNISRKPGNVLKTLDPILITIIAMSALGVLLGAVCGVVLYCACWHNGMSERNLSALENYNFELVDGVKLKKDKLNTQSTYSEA
LMPTP inh: LMPTP phosphatase inhibitors, primary screen, biochemical, fluorescence intensity, uHTS. recombinant LMPTP-A, OMFP fluorogenic substrate. inhibition, % at 20 µM. 360,000 tested, 0.22% active. Low molecular weight phosphotyrosine protein phosphatase (Homo sapiens), P24666. AID 651560, 2012;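 active means compounds that cut the enzyme signal by at least half of the control window in the single-dose screen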;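 further: plate controls were DMSO wells with enzyme plus substrate for no effect and substrate without enzyme for full effect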
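material = LMPTP-A | quantity = 0.625 nM enzyme | reagent = OMFP substrate, 400 µM final | buffer or medium = Bis-Tris pH 6.0, DTT, detergent | detection = endpoint fluorescence intensity from OMFP dephosphorylation | dosing = single 20 µM dose | read-out basis = % inhibition relative to no-enzyme and uninhibited control wells | control set = no-enzyme and uninhibited controls | timing = 50 min at room temperature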
Scp1 inh: Scp-1 phosphatase inhibitors, primary screen, biochemical, colorimetric, uHTS; 340,000 tested, 0.88% active; AID 493091, 2011; inhibition, % at 20 µM; Recombinant Scp1, phosphopeptide, malachite green phosphate absorbance;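 active means inhibition above about 50% at 20 µM, limit read from the data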;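 further: plate controls were DMSO wells with enzyme for no effect and wells lacking enzyme for full effect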
Target sequence (Q9GZU7 76-261 limits assumed): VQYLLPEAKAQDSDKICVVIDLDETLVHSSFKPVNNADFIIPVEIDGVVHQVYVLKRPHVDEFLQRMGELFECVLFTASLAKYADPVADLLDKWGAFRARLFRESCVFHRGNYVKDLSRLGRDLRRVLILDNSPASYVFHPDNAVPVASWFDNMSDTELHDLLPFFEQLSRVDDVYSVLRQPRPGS
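System: SCP-1 catalytic domain; Reagent: Phospho 17-mer peptide substrate; Doses: one concentration, 20 µM, with 1.0% DMSO; Incubation: 45 min room-temperature reaction, 5 min colour, 30 min stabiliser; Signal: Phosphate-binding colour reagent, absorbance read at 630 nm.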
STEP block: STEP phosphatase inhibitors, primary screen, biochemical, fluorescence intensity, uHTS; Tyrosine-protein phosphatase non-receptor type 5 (Homo sapiens), P54829; recombinant STEP, OMFP fluorogenic substrate; inhibition, % at 20 µM; 360,000 tested, 0.25% active; AID 588621, 2011;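 active means inhibition at 20 µM, scaled per plate between control wells, above about 37%, limit read from the data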;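 further: 0% = DMSO with enzyme and substrate and 100% = substrate only without enzyme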
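medium = Bis-Tris buffer pH 6.0, 2.5 mM DTT, 0.005% Tween 20 | test system = STEP (striatal-enriched tyrosine phosphatase) enzyme, cell-free | measure = normalized % inhibition | compound dosing = 20 µM, 1% DMSO | also added = 25 µM OMFP | schedule = reaction 20 min, ambient temperature | measured by = fluorescence read at 480 nm ex / 540 nm em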
eLon inh: inhibitors of E. coli Lon protease, primary screen, biochemical, fluorescence polarization | P0A9M0 | purified E. coli Lon protease | inhibition, % at 7.94 µM | 360,000 tested, 0.42% active; in the data active means inhibition above about 13%, passing the limit was not always enough;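 further: 0% = enzyme with probe and DMSO and 100% = no enzyme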
SUMO1 PPI mod: modulators of SUMO1 protein-protein interactions, primary screen, biochemical, uHTS. SUMO1 binding to a labelled peptide, TR-FRET, 1 h. inhibition, % at 20 µM. 360,000 tested, 0.33% active; in the data active means inhibition above about 37%
MsrA inhibitor: bovine MsrA enzyme inhibitors, primary screen, biochemical, absorbance, HTS; Methionine sulfoxide reductase A (Bos taurus); 360,000 tested, 0.75% active; purified bovine MsrA, absorbance read-out; inhibition, % at 15.5 µM; in the data active means inhibition above about 4.5%;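 further: 0% = vehicle wells with enzyme and 100% = reference inhibitor wells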
An asterisk follows results filed as active; . = no result given. Outcome played no part in choosing rows, and some 4.3% of all compounds hit somewhere here.

SMILES	MsrA act	DNMT1 inh	TbMetRS inhib	NRP1-CendR mod	LMPTP inh	Scp1 inh	STEP block	eLon inh	SUMO1 PPI mod	MsrA inhibitor
CCc1ccc(-c2nc(CS(=O)CC(=O)NCc3ccccc3)c(C)o2)cc1 (centres undefined)	4	-2	-0.3	-5	-2.1	-7	1	-6	9	-0.3
Cc1ccc(CS(=O)(=O)CCC(=O)NC2CC2)cc1	-2	1	0.5	-1	-1.4	-2	-5	2	7	1.0
COc1ccc(CNC(=O)C2CCCN(Cc3nc(-c4cccc(C)c4)oc3C)C2)cc1 (centres undefined)	-3	-4	-0.8	-1	0.7	-7	1	-8	0	0.6
O=C1Nc2ccccc2C(O)(C(=O)NCc2ccc3c(c2)OCO3)N1c1ccc(Cl)c(Cl)c1 (centres undefined)	6	1	1.1	14	1.7	-11	-2	2	-3	-0.6
COc1ccc(CCNC(=O)/C=C/c2ccc3ccccc3n2)cc1OC	-4	2	-0.2	0	-0.9	-5	0	1	-13	0.2
O=C(CCCOc1ccccc1)N1CCN(C(=O)c2ccco2)CC1	-7	0	0.1	-6	-0.1	-10	2	12	1	-0.9
CC(=O)N(C(C)=O)c1nc(-c2ccccc2)cn1/N=C/c1cccc([N+](=O)[O-])c1	-1	0	0.0	5	0.0	-10	-2	-4	-13	0.7
CC(C)c1ccc(/C=C/c2ccc(=O)n(C)n2)cc1	-5	-1	-0.8	10	1.1	-5	10	-2	-18	0.9
COc1ccccc1C=C(C(=O)c1ccccc1)c1ccccc1	-11	-6	-0.9	-4	1.3	.	2	-4	-1	1.7
CCCCOc1ccc(NC(=O)Nc2nnc(C)s2)cc1	-1	-1	-0.1	-13	0.6	-4	0	4	0	0.7
O=C(Cn1nc(-c2cccc([N+](=O)[O-])c2)c2ccccc2c1=O)Nc1cccnc1	0	-1	0.1	-19	0.3	-7	2	2	-20	-0.2
COc1ccc(S(=O)(=O)N2CCC(O)(c3ccc(Cl)cc3)CC2)cc1	-1	-4	-0.1	-4	0.2	-3	3	-2	-1	-0.2
CNC(=O)c1cnn(-c2nc(-c3ccc(OC)cc3)cs2)c1C(F)(F)F	-3	1	-0.7	9	0.5	2	-2	11	2	-1.2
CC(C)n1cc(/C=N/Nc2ccc(Cl)c(C(=O)O)c2)c2ccccc21	-3	82*	-1.9	-6	54*	.	91*	-5	114*	.
Cc1ccccc1C(=O)OC1OC(=O)C(Cl)=C1N1CCOCC1 (centres undefined)	-4	4	0.3	3	-1.8	-6	-1	4	-4	-0.2
CCc1cc(C(=O)OC)c(NC(=O)CCCC(=O)O)s1	-1	2	-0.6	-53	0.0	-6	-2	4	-1	0.2
Nc1ncccc1C(=O)OCC(=O)NC1CCCCCC1	0	-1	0.2	-40	0.6	4	-2	-19	7	0.3
O=C1Nc2ccccc2C12OCCO2	-6	-1	-0.9	35*	-0.4	-5	3	-4	-4	0.3
C/C(=N\O)c1ccc(N2C(=O)C3CC=C(Cl)CC3C2=O)cc1 (centres undefined)	-7	1	-0.4	-4	-3.1	-5	-6	0	0	-0.2
Cc1cnc(C(=O)OCC(=O)Nc2sc3c(c2C(N)=O)CCCC3)cn1	2	0	-0.1	0	0.7	18	1	-8	2	-0.3
CC1(C)CC(=O)C(C(C2=C(O)CC(C)(C)CC2=O)c2cccs2)C(=O)C1 (centres undefined)	-1	1	0.0	-3	-1.8	1	6	3	1	.
O=C(CNCc1ccco1)Nc1ccc(N2CCCCCC2)cc1	-4	-5	-0.3	-2	-0.8	-6	1	1	3	0.8
CCCCn1c(-c2ccc(Cl)cc2)nc2c(=O)n(C)c(=O)[nH]c21	-5	1	-1.2	7	-0.6	-13	-2	-2	4	0.5
CCS(=O)(=O)N1CCN(S(=O)(=O)c2ccccc2[N+](=O)[O-])CC1	0	0	-0.2	18	-0.5	-6	-2	-4	-7	-0.6
Cn1cccc1Cc1nnc(SCC(=O)N2CCc3ccccc32)n1CCc1ccccc1	-1	-1	0.3	4	-1.1	30	5	0	3	0.2
CCn1c(SCC(=O)C(C)(C)C)nnc1-c1ccccn1	-2	1	0.2	-2	-1.7	-1	0	-9	-1	1.3
O=C(NCC(F)(F)F)c1csc([C@@H]2O[C@H](CO)[C@H](O)[C@H](O)[C@H]2O)n1	-2	4	-0.3	2	-1.0	.	-4	-2	2	0.6
COc1ccc(NS(=O)(=O)c2ccc(O)c(NC(=O)c3ccc(S(=O)(=O)N4CCCCCC4)cc3)c2)cc1	-5	-21	-0.5	-12	16	32	1	-6	-1	0.3
Cc1nc2cc(NC(=O)NC(C)(C)C)ccc2n1C	-3	5	-0.2	-1	-0.3	-5	-4	-8	-1	1.2
Cc1ccc2[nH]c(CNC(=O)c3ccccc3F)cc2c1	-2	-1	-0.3	-4	0.7	-5	-1	13	2	-0.4
COc1cccc(Nc2nnc(SCC(=O)N3CC(=O)Nc4ccccc43)s2)c1	-2	-7	0.0	-8	1.4	-11	-1	7	10	1.3
COc1ccc(C)cc1NC(=O)c1cc2ccccc2cc1OCC(=O)NCc1ccco1	-3	-12	0.3	3	4.0	-7	1	0	2	3.8
Cc1cc(=O)oc2cc(NC(=O)C3CCCC3)ccc12	-4	3	1.1	-19	0.0	-4	-3	-3	-6	2.1
CCNc1nc(-c2cc3ccccc3o2)cs1	-4	-32	-0.4	13	2.6	1	-1	1	-8	2.9
COc1ccc(-c2noc(-c3ccccc3C(=O)Nc3cccnc3)n2)cc1OC	-2	1	-0.1	-1	0.3	-3	0	-3	1	3.3
COCC(=O)N/N=C(\C)CC(=O)Nc1ccccc1C(N)=O	-5	3	-0.9	6	-2.3	-2	0	1	-2	-0.3
COc1ccc(CNC(=O)CCCn2nc(C)c([N+](=O)[O-])c2C)cc1OC	-6	0	0.0	-3	-1.0	-1	-2	-8	-1	1.9
COCCCNC(=S)N1CCN(Cc2ccc3c(c2)OCO3)CC1	1	1	-0.8	21*	-1.6	-1	-3	-3	-2	1.6
CCN(CC)S(=O)(=O)c1ccc(C)c(NC(=O)CNc2cccc(S(=O)(=O)N3CCOCC3)c2)c1	-2	0	-0.2	2	-0.6	-7	-2	-8	1	-0.2
CCOC(=O)c1nnn(-c2ccccc2)c1C	-1	2	-0.8	-4	-0.6	-13	1	-3	-1	0.3
CC1C(=O)N2CCCc3cc(NC(=O)c4ccccc4C(F)(F)F)cc1c32 (centres undefined)	-2	-1	-0.3	10	-0.5	-8	0	2	4	-1.1
O=[N+]([O-])c1ccc(C[n+]2ccccc2)cc1	-9	7	0.3	-3	-2.6	0	2	-7	-22	-1.0
COC(=O)C1=C(C)NC(C)=C(C(=O)OC)C1c1ccc(-c2cc(Cl)ccc2Cl)o1	0	-23	-0.7	-2	3.9	-13	0	-1	-1	-0.7
N#CC1=C(N)Oc2n[nH]c(-c3ccccn3)c2C1c1c(F)cccc1Cl (centres undefined)	-9	-8	-1.5	0	-1.9	6	-5	10	-1	0.3
Cc1cc(C(=O)Nc2nnc(-c3ccccc3)s2)no1	-8	1	-0.3	15	-2.5	8	-5	4	-1	4.6*
C/C(=N\OCC(=O)Nc1cc(C)cc(C)c1)c1ccc2c(c1)OCCO2	-3	-1	-0.7	4	1.9	-18	-2	-8	-2	0.0
Cc1nn(C)c(C)c1CN(Cc1nc(-c2ccc(F)cc2F)oc1C)C1CC1	-1	-1	-0.2	-3	-0.8	-10	9	3	2	0.2
CCCC(=O)Nc1cccc(-c2nc3ccccc3o2)c1	-3	1	-0.2	-7	-0.6	-9	-2	4	19	0.6
COP(=O)(OC)c1ccc(NCc2cc(O)ccc2O)cc1	-5	1	0.2	0	0.1	13	1	28	3	0.6
O=[N+]([O-])c1ccc(NN=Cc2ccccc2)nc1	-6	3	0.0	-4	-1.1	-2	6	-42	-10	1.9
CN(CC(=O)Nc1cccnc1)S(=O)(=O)c1ccc(Br)cc1	2	-2	-0.3	7	-1.2	-5	-1	7	3	-0.1
COCCCN1C(=O)C(CC(=O)NCCCN(C)C)CC(C(=O)N2CCOCC2)=C1C (centres undefined)	-2	-3	-0.1	5	-5.4	.	-2	-10	2	-1.3
O=C(COC(=O)c1ccc(O)cc1O)c1ccc(Cl)cc1	-3	0	0.1	9	1.8	-9	2	5	5	0.4
C=CCN(CC=C)CCCOc1ccc(Br)cc1Cl	-3	0	1.4	3	-1.0	-3	-1	0	-1	-0.1
CCCSc1nc2c(c(=O)n(C)c(=O)n2C)n1Cc1ccc(C)cc1	-2	-3	-0.1	17	-0.6	-8	0	7	-3	0.0
CSc1nc2nc3c(cc2c(=O)n1-c1ccc(C)cc1)COC(C)(C)C3	-10	2	-0.8	0	3.4	-7	-2	2	-1	1.2
COc1ccc(C2=NS(=O)(=O)N(C)C(C(=O)N3CCCCC3)=C2)cc1OC	-3	0	0.4	5	-2.2	-5	0	-10	-25	2.5
Cc1cccc(NC(=O)C2CC(O)CN2C(=O)OCc2ccccc2)c1 (centres undefined)	0	-2	0.1	5	-2.3	-2	-2	-1	4	-1.2
O=C(OCc1cn([C@@H]2C[C@H](c3ccc(Cl)cc3)N(C(=O)C3CCCCC3)C[C@H]2O)nn1)c1ccccc1	-5	-7	-1.1	6	3.0	.	4	4	0	0.1

Arranged by number of heavy atoms (descending): three of the compounds above
SMILES	MsrA act	DNMT1 inh	TbMetRS inhib	NRP1-CendR mod	LMPTP inh	Scp1 inh	STEP block	eLon inh	SUMO1 PPI mod	MsrA inhibitor
CC1C(=O)N2CCCc3cc(NC(=O)c4ccccc4C(F)(F)F)cc1c32 (centres undefined)	-2	-1	-0.3	10	-0.5	-8	0	2	4	-1.1
O=C(NCC(F)(F)F)c1csc([C@@H]2O[C@H](CO)[C@H](O)[C@H](O)[C@H]2O)n1	-2	4	-0.3	2	-1.0	.	-4	-2	2	0.6
O=[N+]([O-])c1ccc(NN=Cc2ccccc2)nc1	-6	3	0.0	-4	-1.1	-2	6	-42	-10	1.9

High-throughput results as filed in PubChem.
